# UDG counterscr = counter-screen for AID inhibitors: uracil-DNA glycosylase inhibition; FRET deamination/UDG coupled assay, UDG read, 4 h; Potency, µM (series often up to 115 µM), inactives show top-dose activity change, negative = inhibition, most hits filed as inhibitors; 91,000 compounds, 0.14% hits; note: nearly all actives have a fitted effect of over 65% in size
# AID inh = activation induced cytidine deaminase inhibition; 91,000 compounds, 0.32% hits; Potency, µM (series often up to 115 µM), for the others: at the highest dose activity change, negative = inhibition, actives largely listed as inhibitors; AID deamination FRET fluorescence, UDG-coupled, 4 h; note: nearly all actives have a fitted effect of over 25% in size
# Target sequence (Q9GZX7 whole entry, looked up): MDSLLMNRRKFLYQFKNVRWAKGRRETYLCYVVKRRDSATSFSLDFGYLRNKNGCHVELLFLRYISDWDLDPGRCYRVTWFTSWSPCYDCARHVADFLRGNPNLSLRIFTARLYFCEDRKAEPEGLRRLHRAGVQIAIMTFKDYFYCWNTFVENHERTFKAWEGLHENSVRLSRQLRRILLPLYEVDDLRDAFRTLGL
# Numbers without * were called inactive; ? = inconclusive; & = joins results of further samples; [ ] = remark or other dose. Calls come from the whole dose curve; as a rule, active = well fitted curve in the direction sought with a large enough effect; inconclusive = small, poorly fitted or top-dose-only effect, or another doubt; inactive = no such curve, though single readings can be large; an effect the other way counts as inactive or inconclusive. % is set by controls: 0 for no effect and ±100 for the full control effect; potency is the fitted concentration of half-maximal effect. Only part of the results is shown; the hit share may differ from the screen's.
SMILES,UDG counterscr,AID inh
CCOC(=O)c1ccc(NC(=O)c2cccc3c(=O)c4c([nH]c23)CCCC4)cc1,2%,5%
O=C(CC12CC3CC(CC(C3)C1)C2)Nc1ccc2oc(-c3cccnc3)nc2c1,0%,-4%
O=C(NCC1(N2CCOCC2)CCCCC1)c1nn(-c2ccccc2)c(=O)c2ccccc12,-12%,-9%
COc1cc(/C=C/C(=O)c2cc3ccccc3o2)c2c(c1)CC(C)O2 (stereo not drawn),-15%,-25%
CCCn1cc(S(=O)(=O)c2ccccc2)c(=O)c2cc(F)c(N3CCCCCC3)cc21,-8%,?
Cc1ccsc1C(=O)Nc1ccccc1SCc1ccccc1,6%,-9%
COc1ccc(NC(=O)CC2C(=O)N(c3cccc(OC)c3)C(=O)N2Cc2ccc3c(c2)OCO3)cc1 (stereo not drawn),-5%,0%
CCCc1ccc(/C(C)=N/NC(=O)C2CC2c2ccccc2)cc1 (stereo not drawn),5%,-16%
COc1ccccc1CNC(=O)Cn1c(=O)ccc2cc(S(=O)(=O)N3CCC(C)CC3)ccc21,-13%,?
CCc1nn(CC(=O)NC(C)C)c(=O)c2cc3cc(F)ccc3n12,-14%,17%
CC(C)(C)CC(=O)C(C#N)C(=O)NCc1ccccc1 (stereo not drawn),-3%,-13%
Cc1ccc(/C=C/c2onc(C)c2S(=O)(=O)N2CCC(C(=O)NCc3ccco3)CC2)cc1,-5%,13%
Cc1ccc(S(=O)(=O)N(CC(=O)NCc2ccncc2)c2ccc(Cl)c(C(F)(F)F)c2)cc1,-8%,-7%
COc1ccccc1CNc1nc(-c2ccco2)nn1S(=O)(=O)c1ccc(Cl)cc1,0%,2%
Cc1nn(-c2ccc(N3CCCC3)nn2)c(C)c1CCC(=O)N1CCN(c2ccccc2F)CC1,-1%[57.5 µM],14%
Cc1cccc(OC(=O)c2ccccc2Cl)c1C,-2%,1%
O=C(COc1c(Cl)cccc1Cl)Nc1ccccc1N1CCCC1=O,-8%,-7%
Cc1ccccc1-c1nc2cc(NC(=O)Cc3ccc(Cl)cc3)ccc2o1,38%[activator],39%[activator]
O=C(NCC1CCCO1)c1c[nH]c2ccc(S(=O)(=O)Nc3ccc(F)cc3F)cc2c1=O (stereo not drawn),-12%[57.5 µM],-3%
Cc1ccc(NC(=O)CSc2nnc(-c3nnn(-c4ccc(F)cc4)c3C)o2)cc1Br,-5%,-9%
O=C(O)c1cc2ccccc2o1,0%,1%
Cc1cc(C)c2c(=O)cc(C(=O)Nc3sc4c(c3C(=O)NCc3cccnc3)CCCC4)oc2c1,-17%[57.5 µM],2%
Cc1nn2c(-c3ccco3)ccnc2c1-c1ccc(F)cc1,8%,1%
CC1=C(C(=O)OCc2ccc(C)cc2)C(c2c(Cl)cccc2Cl)CC(=O)N1 (stereo not drawn),6%,22%
Cc1oc2ncn(C)c(=O)c2c1C(=O)NCc1ccccc1,53%[activator],2%
Cc1cc(Cl)ccc1NC(=O)CCC(=O)N/N=C1\CCCCC1C (stereo not drawn),-3%,0%
COc1ccc(NS(=O)(=O)c2ccc3c(c2)CC(C)N3C(=O)C2CCC2)cc1OC (stereo not drawn),0%,5%
Cc1cccc(NS(=O)(=O)c2cc(C(=O)Nc3ccc4oc(C)nc4c3)ccc2C)c1,-16%,-6%
CCOC(=O)c1[nH]c(C)c(CCC(=O)N2CCN(c3cc(Cl)ccc3C)CC2)c1C,-10%,-27%
COc1ccccc1C(=O)Nc1ccc(OCc2cc(=O)n3ccsc3n2)cc1,-7%,20%
O=S(=O)(NCCc1csc2nc(-c3ccc(F)cc3)nn12)c1ccc(F)c(C(F)(F)F)c1,-12%,-11%
COCc1ccc(C(=O)NC(C)c2ccc(F)c(F)c2)cc1 (stereo not drawn),0%,0%
O=C1CN(C(=O)COc2ccc(Br)cc2Cl)c2ccccc2N1,7%,7%
CCN(CC)CCNC(=O)c1ccc2nc(C)c(C)nc2c1,7%,18%
CCN(C(=O)CSc1nnc(C)n2c1cc1occc12)c1ccccc1,-3%,8%
COc1ccc(/C=C/C(=O)c2cccc(O)c2)cc1,-6%,-20%
Cc1ccc(C)c(CSc2nnc(C)n3c2cc2sccc23)c1,-2%,?
N#Cc1ccccc1CN1CCCC1,7%,13%
CC(=O)N1CCc2cc(Br)cc(S(=O)(=O)N3CCN(c4cccc(C(F)(F)F)c4)CC3)c21,-13%,12%
CC1CCCCN1C(C)CNC(=S)NCc1ccco1 (stereo not drawn),3%,-1%

# An excerpt from above in order of formula weight, highest first.
SMILES,UDG counterscr,AID inh
Cc1ccc(NC(=O)CSc2nnc(-c3nnn(-c4ccc(F)cc4)c3C)o2)cc1Br,-5%,-9%
O=C(NCC1CCCO1)c1c[nH]c2ccc(S(=O)(=O)Nc3ccc(F)cc3F)cc2c1=O (stereo not drawn),-12%[57.5 µM],-3%
CCOC(=O)c1[nH]c(C)c(CCC(=O)N2CCN(c3cc(Cl)ccc3C)CC2)c1C,-10%,-27%
O=C(CC12CC3CC(CC(C3)C1)C2)Nc1ccc2oc(-c3cccnc3)nc2c1,0%,-4%

# Other entries
SMILES,UDG counterscr,AID inh
COc1ccc2c(C)nc(Nc3nc4ccccc4c(=O)[nH]3)nc2c1,-8%,?
Cc1cc(NC(=O)C(C)Oc2cccc(Cl)c2)n(C)n1 (stereo not drawn),6%,5%
O=C1/C(=C/c2cccc(F)c2)C(c2ccccc2)Oc2ccccc21 (stereo not drawn),-7%,-17%
CCN(CC)S(=O)(=O)c1cc(NC(=O)Cn2cnc3ccccc3c2=O)ccc1C,5%,6%
CCOC(=O)Cc1ccc(NC(=O)n2ncc3cc(Cl)ccc32)cc1,4%,1%
Cc1ccccc1Nc1c(-c2c[nH]c3ccccc23)nc2ccc(Cl)cn12,0%,-3%
COc1cccc(NC(=O)CSC2=Nc3ccccc3C3=NC(CCC(=O)NCc4ccco4)C(=O)N23)c1 (stereo not drawn),?,-18%
Cc1c(NC(=O)CC(C)C)cccc1-c1nc2cccnc2s1,4%,3%
Oc1ccc(C2N3CC4(c5ccccc5)CN2CC(c2ccccc2)(C3)C4O)cc1 (stereo not drawn),-2%,-2%
O=C(NC1CC1)c1cc2sccc2n1Cc1ccccc1Cl,-13%,-21%
COc1ccc(-n2ccn(CC(=O)NCc3ccc(C)cc3)c(=O)c2=O)cc1OC,-1%[57.5 µM],3%
S=c1[nH]c2cc(Cl)ccc2s1,3%,7%
Cc1ccc(NC(=O)CCC(=O)N2CCOc3ccccc32)c(Cl)c1,4%,-15%
O=C(Nc1ccccc1)C1Sc2nnc(-c3ccccc3)n2NC12CCCCC2 (stereo not drawn),-8%,-15%
COc1cc(OC)c(NC2=NS(=O)(=O)C(c3ccccc3)=C2C)cc1Cl,-7%,5%
CCCN(CC(=O)NC(=O)NC1CCCC1)Cc1ccc(C#N)cc1,10%,11%
O=C(Nc1cccc(Cl)c1)C1CCCN1S(=O)(=O)c1cccc2cccnc12 (stereo not drawn),3%,9%
COc1ccc(OCc2nnc(-c3ccccc3)o2)cc1,-18%,-14%
CCC[n+]1c(NCc2cc(Br)cc(Br)c2[O-])[nH]c2ccccc21,5%,-6%
N=C(N)SCc1ccc([N+](=O)[O-])cc1,7%,1%
COc1cc2nc(SCC(=O)Nc3ccccc3C)n3nc(CCn4c(C)nc5ccccc54)nc3c2cc1OC,?,0%
Cc1nc2ccccc2cc1C(=O)O,11%,5%
CCOc1ccc(-c2cccc(NS(=O)(=O)c3ccc(F)cc3F)c2)nn1,10%,6%
COc1ccc(C(=O)Nc2c(NCc3ccccc3)c3ccccc3oc2=O)cc1Br,-1%,-2%
OCCCNc1nc(-c2cccs2)nc2ccccc12,-5%,3%
Cc1ccc(CN2COc3c(Cl)cc4c(-c5ccccc5)cc(=O)oc4c3C2)cc1,10%,-14%
COC(=O)COC(=O)c1oc2ccc(OC)cc2c1C,0%,-8%
COc1ccccc1CNC(=O)CN1C(=O)COc2ccc(S(=O)(=O)Nc3ccccc3)cc21,1%,-5%
O=c1[nH]c(Nc2ccccc2)nc2nccc(-c3cccs3)c12,-7%,-1%
COc1ccc(NC(=O)c2c(C(=O)Nc3ccccc3)sc3nc(C)cc(=O)n23)cc1,0%,4%
CCOc1ccc(S(=O)(=O)[C@H]2CS(=O)(=O)C[C@@H]2N2CCC(C(=O)OC)CC2)cc1,-9%,-11%
Cc1ccc(NC(=O)c2nccnc2N)cc1Cl,4%,5%
CCCc1cc(=O)oc2c(C)c(OCC(=O)OC(C)(C)C)ccc12,-1%,-14%
CSc1cccc(NC(=O)CC(c2ccc(F)cc2)N2Cc3ccccc3C2=O)c1 (stereo not drawn),-6%[57.5 µM],5%
O=C(Nc1nc(-c2ccc(Cl)cc2Cl)cs1)C1CCN(C(=O)c2ccco2)CC1,3%,-3%
CC(NC(=O)CSc1ccc2ccccc2c1)c1ccc2c(c1)OCCO2 (stereo not drawn),-2%,-10%
COCC(=O)NCc1cccc(C)c1,-1%,7%
CCOC(=O)C1=C(CN2CCN(c3cc(C)ccc3C)CC2)NC(=O)NC1c1ccccc1 (stereo not drawn),-10%,?
CCOC(=O)/C(C#N)=C\c1cc2ccc(C)cc2nc1N1CCCCC1,-8%,-7%
COc1cc2c(cc1NC(=O)C(C)Oc1ccc(Cl)cc1Cl)oc1ccccc12 (stereo not drawn),-12%,?
CCn1cc2nc(SCc3cccc(Cl)c3)n(Cc3ccc(C)cc3)c(=O)c2n1,-16%,-14%
N#CC1(NC(=O)COC(=O)Cc2n[nH]c(=O)c3ccccc23)CCCCC1,-2%,-2%
Cn1c(/C(C#N)=C/c2ccc(C(F)(F)F)cc2)nc2ccccc21,-12%,0%
Cc1ccc(OCCCOc2ccc(Cl)cc2/C=N/NC(=O)c2ccccc2)cc1C,-1%,1%
CC(C)c1ccc(C2N3CC4(C)CN2CC(c2ccccc2)(C3)C4=O)cc1 (stereo not drawn),-6%,-23%
CCN(CC)CCCNC(=O)CSc1nc2nc(C)c(Cc3ccccc3C)c(C)n2n1,-10%,10%
CCCNC(=O)Nc1cccc(C(N)=O)c1C,7%,0%
Clc1ccccc1C1=Nc2ccc(Br)cc2C(c2ccccc2Cl)=Nc2ccc(Br)cc21,-6%,-7%
CCN(CC)S(=O)(=O)c1cc([N+](=O)[O-])ccc1N/N=C(/C)c1cccs1,11%,8%
CN(C)c1ccc(/C=N/NC(=O)c2cccs2)cc1Br,0%,-6%

# Other compounds:
SMILES,UDG counterscr,AID inh
Cc1ccc2c(=O)cc(CSCC(=O)Nc3nnc(C)s3)[nH]c2c1,-13%[57.5 µM],15%
CCc1ccc(-n2c(=O)c3ccccc3n(Cc3ccccc3C#N)c2=O)cc1,-2%,35%[activator]
CC(C)(Oc1ccc(Br)cc1)C(=O)Nc1cc(-c2nc3ccccc3[nH]2)ccc1Cl,14%,26%
CCN(CC)C(=S)Nc1ccccc1Cl,3%,-4%
CCC(Sc1nnc2c(=O)n(-c3ccc(F)cc3)ccn12)C(=O)Nc1cc(C)ccc1C (stereo not drawn),-6%,-1%
CC1=C(C(=O)Nc2ccccc2)C(c2ccncc2)n2nc(SCc3ccccc3)nc2N1 (stereo not drawn),5%,12%
O=Cc1cccn1-c1ccccc1Cl,14%,3%
Cc1cc(C)c(NC(=O)Cn2c(=O)n(CC(=O)NCCc3ccccc3)c(=O)c3ccccc32)c(C)c1,-2%,17%
Cc1ccccc1NC(=O)CSc1nnc(-c2cccc(Cl)c2)o1,0%,-9%
COc1ccc(/C=C\c2onc(C)c2S(=O)(=O)N2CCC(C(=O)Nc3ccc(Cl)cc3)CC2)cc1,-8%[57.5 µM],-3%
ClCc1coc(-c2ccc(Cl)cc2)n1,-2%,-4%
Cc1ccc(C(CNC(=O)c2cc(-c3ccccc3)on2)N2CCN(C)CC2)o1 (stereo not drawn),-6%,-3%
Cc1ccc(-n2c(SCC(=O)N3CCCc4ccccc43)nc3c([nH]c4ccccc43)c2=O)cc1,2%[57.5 µM],-10%
Cc1ccc(-c2cc(-c3ccc4c(c3)NC(=O)CO4)nc3c2COc2ccc(C)cc2-3)cc1,-1%,18%
CCc1c(CN2CCN(c3ccc(F)cc3)CC2)csc1C,-3%&-1%,0%&4%

# Of the compounds above, these contain a furan ring, fused or not.
SMILES,UDG counterscr,AID inh
COc1cc(/C=C/C(=O)c2cc3ccccc3o2)c2c(c1)CC(C)O2 (stereo not drawn),-15%,-25%
Cc1ccc(/C=C/c2onc(C)c2S(=O)(=O)N2CCC(C(=O)NCc3ccco3)CC2)cc1,-5%,13%
COc1ccccc1CNc1nc(-c2ccco2)nn1S(=O)(=O)c1ccc(Cl)cc1,0%,2%
O=C(O)c1cc2ccccc2o1,0%,1%
Cc1nn2c(-c3ccco3)ccnc2c1-c1ccc(F)cc1,8%,1%
Cc1oc2ncn(C)c(=O)c2c1C(=O)NCc1ccccc1,53%[activator],2%
CCN(C(=O)CSc1nnc(C)n2c1cc1occc12)c1ccccc1,-3%,8%
CC1CCCCN1C(C)CNC(=S)NCc1ccco1 (stereo not drawn),3%,-1%
COc1cccc(NC(=O)CSC2=Nc3ccccc3C3=NC(CCC(=O)NCc4ccco4)C(=O)N23)c1 (stereo not drawn),?,-18%
COC(=O)COC(=O)c1oc2ccc(OC)cc2c1C,0%,-8%
O=C(Nc1nc(-c2ccc(Cl)cc2Cl)cs1)C1CCN(C(=O)c2ccco2)CC1,3%,-3%
COc1cc2c(cc1NC(=O)C(C)Oc1ccc(Cl)cc1Cl)oc1ccccc12 (stereo not drawn),-12%,?
Cc1ccc(C(CNC(=O)c2cc(-c3ccccc3)on2)N2CCN(C)CC2)o1 (stereo not drawn),-6%,-3%

# Source: PubChem (National Center for Advancing Translational Sciences (NCATS))
